Rpn11 inh = inhibitors of human proteasome Rpn11; human 26S proteasome, Ub4-pepOG fluorescence polarization; 20S core pre-blocked with epoxomicin; 360,000 compounds, 0.59% hits; calls only at 20 µM;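 active = inhibition at 20 µM, scaled to each plate's controls, above about 33%, limit read from the data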
Target sequence (O00487 whole entry, looked up): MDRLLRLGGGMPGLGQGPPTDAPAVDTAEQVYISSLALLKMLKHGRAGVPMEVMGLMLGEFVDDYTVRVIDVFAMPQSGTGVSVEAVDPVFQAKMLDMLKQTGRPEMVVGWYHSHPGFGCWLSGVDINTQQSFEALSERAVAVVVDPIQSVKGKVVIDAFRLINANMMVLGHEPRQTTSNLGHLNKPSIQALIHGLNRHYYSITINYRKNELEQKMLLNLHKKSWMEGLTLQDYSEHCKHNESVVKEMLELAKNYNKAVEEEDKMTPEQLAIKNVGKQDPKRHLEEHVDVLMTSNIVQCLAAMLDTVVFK
DNMT1 block = inhibitors of human DNMT1; 360,000 compounds, 0.83% hits; DNMT1 molecular beacon, Hinp1I cleavage, fluorescence; inhibition (reported as % activation of signal), % at 10 µM; P26358; in the data active = inhibition above about 50%
NadD block = inhibitors of Staphylococcus aureus NadD; purified NadD enzyme, colorimetric absorbance read-out; inhibition, % at 20 µM; AID 602399; 360,000 compounds, 0.78% hits; in the data active = inhibition above about 26%; also: some compounds past the cut are filed as inactive
Rin1-Abl PPI inh = inhibitors of human Rin1-Abl protein interaction | TR-FRET Rin1/Abl binding, biochemical | AID 588664 | inhibition, % at 7.35 µM | 360,000 compounds, 0.4% hits; in the data active = inhibition above about 5%, passing the limit was not always enough
CSN deneddyl inh = blocks human CSN-mediated cullin deneddylation; Purified CSN, SCF-Nedd8-OG deneddylation, fluorescence polarization; AID 651999; Q92905; 360,000 compounds, 0.38% hits; inhibition, % at 12.5 µM;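 active = pattern-corrected inhibition above about 35%, with an unprinted fluorescence ratio check between 0.5 and 1.5, limit read from the data, passing the limit was not always enough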;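 also: 0% = enzyme with substrate and 100% = substrate without enzyme; some results filed as inactive read as strong as hits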
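Assay system: purified human Csn5 enzyme expressed in HEK293T cells; measure: % inhibition; also added: SCFSkp2-Nedd8OG substrate at 10 nM final; technique: fluorescence polarization; times: reaction 90 min, room temperature; medium: Tris buffer pH 7.5, NaCl, DTT, Tween-20, trehalose, ovalbumin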
Neddylation inh = cullin neddylation inhibition. P61081+Q13564. AID 651699. calls only at 25 µM. 360,000 compounds, 0.58% hits. TR-FRET cullin neddylation, biochemical; in the data active = inhibition above about 36%
Scp-1 inhibitor = Scp-1 (human) phosphatase inhibition. Q9GZU7. Recombinant Scp1, phosphopeptide, malachite green phosphate absorbance. inhibition, % at 20 µM. 340,000 compounds, 0.88% hits;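 active = inhibition above about 50% at 20 µM, limit read from the data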;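 also: plate controls were DMSO wells with enzyme for no effect and wells lacking enzyme for full effect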
Target sequence (Q9GZU7 76-261 limits assumed): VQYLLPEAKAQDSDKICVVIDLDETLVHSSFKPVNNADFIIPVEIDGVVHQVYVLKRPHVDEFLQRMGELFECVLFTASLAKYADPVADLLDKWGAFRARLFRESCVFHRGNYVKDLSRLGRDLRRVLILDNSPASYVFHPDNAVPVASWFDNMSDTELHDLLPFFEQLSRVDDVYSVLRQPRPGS
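Assay system: SCP-1 catalytic fragment, aa 76-261 | Buffer or medium: Tris acetate buffer pH 5.5 with MgCl2 and Tween-20 | Compound: One concentration, 20 µM, with 1.0% DMSO | Also added: Phospho 17-mer peptide substrate | Signal: Absorbance at 630 nm | Incubation: 45 min enzyme reaction at room temperature | Measure: % inhibition of SCP-1 phosphate liberation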
STEP inh = blocks human striatal-enriched tyrosine phosphatase. P54829. recombinant STEP, OMFP fluorogenic substrate, fluorescence. inhibition, % at 20 µM. 360,000 compounds, 0.25% hits. AID 588621;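 active = inhibition at 20 µM, scaled per plate between control wells, above about 37%, limit read from the data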;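 also: 0% = DMSO with enzyme and substrate and 100% = substrate only without enzyme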
Target sequence (P54829 whole entry, looked up): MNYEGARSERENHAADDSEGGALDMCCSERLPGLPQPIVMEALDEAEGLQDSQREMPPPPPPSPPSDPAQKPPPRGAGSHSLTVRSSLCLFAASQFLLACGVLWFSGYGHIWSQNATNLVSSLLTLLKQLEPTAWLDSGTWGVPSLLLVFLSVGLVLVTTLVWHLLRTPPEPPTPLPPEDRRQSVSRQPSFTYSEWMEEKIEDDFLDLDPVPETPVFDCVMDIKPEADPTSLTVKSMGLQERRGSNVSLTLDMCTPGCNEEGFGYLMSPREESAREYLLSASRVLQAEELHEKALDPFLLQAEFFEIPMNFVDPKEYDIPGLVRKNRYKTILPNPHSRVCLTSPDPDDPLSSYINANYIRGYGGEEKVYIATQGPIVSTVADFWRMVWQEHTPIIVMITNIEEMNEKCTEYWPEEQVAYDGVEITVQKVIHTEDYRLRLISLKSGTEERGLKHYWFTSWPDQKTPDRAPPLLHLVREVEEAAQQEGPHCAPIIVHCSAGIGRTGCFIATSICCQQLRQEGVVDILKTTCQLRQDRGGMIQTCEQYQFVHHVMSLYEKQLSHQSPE
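Material: STEP (striatal-enriched tyrosine phosphatase) enzyme, cell-free | Medium: 50 mM Bis-Tris pH 6.0 with 2.5 mM DTT and 0.005% Tween 20 | Read-out: Percent inhibition scaled to no-enzyme and uninhibited-enzyme controls, plate-pattern corrected | Signal: Fluorescence read at 480 nm ex / 540 nm em | Times: 20 min reaction, room temperature, in the dark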
SUMO1 PPI mod = modulators of human SUMO1-mediated protein-protein interactions; P63165; SUMO1 binding to a labelled peptide, TR-FRET, 1 h; AID 602429; 360,000 compounds, 0.33% hits; inhibition, % at 20 µM; in the data active = inhibition above about 37%
LMPTP inh = blocks human LMPTP phosphatase | P24666 | recombinant LMPTP-A, OMFP fluorogenic substrate, fluorescence intensity | inhibition, % at 20 µM | 360,000 compounds, 0.22% hits | AID 651560;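 active = compounds that cut the enzyme signal by at least half of the control window in the single-dose screen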;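 also: plate controls were DMSO wells with enzyme plus substrate for no effect and substrate without enzyme for full effect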
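Test system: LMPTP-A, protein tyrosine phosphatase of low molecular weight; Input: 0.625 nM enzyme; Incubation: 50 min dark incubation at room temperature; Signal: endpoint fluorescence intensity from OMFP dephosphorylation; Read-out basis: % inhibition versus control wells.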
The depositor's hits bear a star; i = inactive; . = no result given.

item	structure	Rpn11 inh	Rin1-Abl PPI inh	STEP inh	NadD block	SUMO1 PPI mod	Scp-1 inhibitor	CSN deneddyl inh	Neddylation inh	DNMT1 block	LMPTP inh
1	O=C(Nc1ccccc1)Nc1nnc(Cc2ccccc2F)s1	i	-0.3	0.2	-8.6	4.0	-13.9	-3.0	i	9.2	-0.3
2	Cc1c(O)c(CN2CCCC2)cc2c1oc(=O)c1ccccc12	i	-5.8	-3.5	3.0	-4.0	-2.2	2.7	i	3.4	9.2
3	Cc1ccc(C(=O)N2CCN(c3ccc(NC(=O)c4cccnc4)cc3)CC2)cc1	i	3.3	-3.8	11.9	0.6	-6.7	-0.1	i	-5.3	-0.4
4	Cc1cc(C)cc(NC(=O)C(=S)NCc2ccccc2)c1	i	-1.4	0.7	11.5	-3.0	-9.1	-6.3	i	4.7	0.6
5	O=C(C[C@@H]1C/C=C/CC[C@@H](Cc2ccc(F)cc2)C(=O)O[C@@H](c2ccccc2)CNC1=O)NCCO	i	-0.4	-3.0	-3.9	2.4	-5.2	-7.2	i	6.8	0.5
6	O=C(CN1CCSCC1)N/N=C/c1ccc(F)c(F)c1	i	-1.8	-1.3	3.7	0.5	-1.1	1.3	i	3.2	-1.6
7	O=C(/C=C\c1ccc2c(c1)OCO2)Nc1c2c(nn1-c1ccc(Cl)cc1)CSC2	i	-1.4	0.7	23.7	-8.8	-2.8	7.0	i	-5.4	1.8
8	Cc1nc(SCC(=O)NC(=O)NCCC(C)C)c2c(-c3cccs3)csc2n1	i	1.9	-2.6	-5.9	-1.7	-5.3	-9.2	i	-2.4	2.3

(cont.)
item	structure	Rpn11 inh	Rin1-Abl PPI inh	STEP inh	NadD block	SUMO1 PPI mod	Scp-1 inhibitor	CSN deneddyl inh	Neddylation inh	DNMT1 block	LMPTP inh
9	COc1cc2ccccc2cc1C(=O)Nc1ccc(CN2CCOCC2)cc1	i	-4.4	2.4	-6.0	-16.8	-5.5	-2.7	i	-4.5	0.3
10	COc1ccc([N+](=O)[O-])cc1N(CC(O)CN1CCCC1)S(=O)(=O)c1ccc(C)cc1 (centres undefined)	i	1.6	9.3	-5.2	-14.7	-2.7	-3.4	i	-3.7	7.4
11	O=C(O)CCCN1C(=O)C2C3CCC(O3)C2C1=O (centres undefined)	i	-2.2	-3.2	-8.4	0.0	-9.8	-6.2	i	-0.9	-1.9
12	CCOc1cccc2c1OC1(CCCCC1)N1N=C(c3cccnc3)CC21 (centres undefined)	i	-1.2	4.6	1.6	-1.9	-4.1	-3.1	i	-6.2	-0.8
13	O=C(c1ccncc1)N(c1ccc2oc3c(c2c1)CCCC3)S(=O)(=O)c1cccc([N+](=O)[O-])c1	i	1.1	-3.0	22.7	1.7	17.4	-3.3	i	-13.2	3.3
14	CCOC(=O)[C@]12CCCC=C1N(Cc1cccc3ccccc13)C(=O)[C@H](CC(=O)NCCCOC)C2	.	.	.	-0.8	5.4	.	2.5	i	.	-0.2
15	CCOC(=O)C1(C)NC(c2ccc(OC)c(OC)c2)C2C(=O)N(c3cccc(C(C)=O)c3)C(=O)C21 (centres undefined)	i	3.3	1.2	1.1	5.4	.	0.9	i	-0.5	-1.8
16	CCCCN(C)c1c(C)nc2ccc(C(=O)NCCOc3ccc(OC)cc3)cn12	i	0.1	0.0	0.8	1.4	.	-1.0	i	-7.9	0.4

(cont.)
item	structure	Rpn11 inh	Rin1-Abl PPI inh	STEP inh	NadD block	SUMO1 PPI mod	Scp-1 inhibitor	CSN deneddyl inh	Neddylation inh	DNMT1 block	LMPTP inh
17	COC(=O)[C@H]1C[C@@]2(O)CN(S(=O)(=O)c3ccc(C)cc3)C[C@@]2(OC(=O)NCc2ccccc2)C[C@H]1C(=O)OC	i	0.4	2.6	-6.7	-1.3	.	6.8	i	-4.0	-1.6
18	Cn1cc(CCC(=O)NC2CC2)c2ccccc21	i	0.8	-1.7	-1.7	-0.4	4.5	-0.7	i	1.3	-1.9
19	O=C(NCCc1ccccc1)c1cccc2c1C(=O)c1ccc(N3CCOCC3)cc1S2(=O)=O	i	-0.4	1.6	3.8	-31.0	-3.0	5.3	i	1.1	1.0
20	CC(C)(C)C(=O)Nc1ccc(N=Nc2ccccc2)cc1	i	-0.5	0.2	-5.9	-13.6	-5.2	1.6	i	4.6	0.0
21	COC(=O)c1c(NC(=O)CN2CCC3(O)CCCCC3C2c2ccc(F)cc2)sc(C)c1C (centres undefined)	i	3.9	-4.4	-0.6	2.4	-2.3	-16.8	i	-2.1	0.2
22	O=C(NO)c1ccccc1O	i	6.6	0.3	2.0	0.0	-14.5	-3.4	i	-1.0	-1.5
23	O/C(=C\c1nc2ccccc2[nH]1)c1cccs1	i	-3.2	14.4	9.0	-19.6	8.9	1.2	i	-2.7	-0.3
24	Cc1cc(N2CCC(C)CC2)nc(SCC(=O)c2ccccc2)n1	i	3.9	2.1	11.9	1.1	0.7	-1.5	i	-3.5	3.0

(cont.)
item	structure	Rpn11 inh	Rin1-Abl PPI inh	STEP inh	NadD block	SUMO1 PPI mod	Scp-1 inhibitor	CSN deneddyl inh	Neddylation inh	DNMT1 block	LMPTP inh
25	CCCCCCCCNS(=O)(=O)CCNCc1ccc(OC)cc1	i	-2.3	3.9	-2.8	2.6	1.0	-2.8	i	-0.6	-2.9
26	CCN(CC(=O)N1CCOCC1)S(=O)(=O)c1ccc(F)cc1	i	2.3	-3.5	2.2	5.1	-0.8	0.5	i	-0.1	-0.9
27	CCn1ccnc1CN(C)Cc1cn[nH]c1-c1ccc(OC)c(F)c1	i	-4.1	11.8	-2.7	-2.7	-11.6	-5.4	i	-0.4	-3.0
28	CCn1c(SCC(=O)OCc2ccccc2)nc2c1c(=O)n(C)c(=O)n2C	i	-2.4	-4.3	-4.9	1.3	2.3	1.8	i	5.2	-0.4
29	Cc1cc(C)c2c(=O)n(CC(=O)Nc3ccc(Br)c(C)c3)sc2n1	i	0.6	5.0	11.3	2.8	9.1	-1.9	i	-4.7	0.8
30	O=C(OCC(=O)c1c[nH]c2ccccc12)c1cccc(S(=O)(=O)N2CCCCCC2)c1	i	-1.7	1.5	1.3	0.4	27.5	3.1	i	-15.1	3.3
31	COc1ccccc1CNC(=O)CCS(=O)(=O)c1cccs1	i	3.5	-3.4	0.2	1.4	1.4	-5.8	i	1.6	-1.8
32	CCOC(=O)c1ccc(NC(=O)c2ncn3c2C(=O)N[C@H](C)C3)cc1	i	-2.1	1.9	5.9	-3.9	.	-2.2	i	32.1	-0.1

(continued)
item	structure	Rpn11 inh	Rin1-Abl PPI inh	STEP inh	NadD block	SUMO1 PPI mod	Scp-1 inhibitor	CSN deneddyl inh	Neddylation inh	DNMT1 block	LMPTP inh
33	O=C(O)C1CCN(C(=O)CCc2ccccc2)CC1	i	-1.9	-2.5	-2.1	-6.1	-8.9	3.1	i	1.9	-0.9
34	CCNc1nc(NCC)nc(N/N=C/c2ccc(Br)cc2)n1	i	2.4	2.3	-5.4	-1.9	-6.0	6.0	i	-1.0	-1.0
35	CCCCN(C)CCCNC(=O)/C=C1\Sc2ccccc2NC1=O	i	-6.7	-1.0	-10.6	-11.5	0.2	0.6	i	-0.9	-2.5
36	O=C(c1ccc(S(=O)(=O)N2CCOCC2)cc1)N1CCN=C1SCc1cccnc1	i	2.0	0.4	4.9	-1.4	0.0	-1.7	i	1.6	-0.6
37	Cc1noc(C)c1-c1ccc2ncnc(NCC3CCCCN3C)c2c1 (centres undefined)	i	-4.4	2.2	4.2	-22.5	-5.8	-5.2	i	-0.7	-4.5
38	O=C(NC(=S)Nc1ccc(NC(=O)c2cccs2)cc1)c1ccc([N+](=O)[O-])cc1	i	1.5	-2.6	11.0	-19.1	-13.1	1.5	i	-5.3	0.1
39	COc1ccc(OC)c(/C=C2\N=C(c3ccccc3)OC2=O)c1	.	-0.1	-18.0	7.1	-1.8	-2.4	15.7	i	2.7	-0.7
40	FC(F)(F)c1ccc(Cl)c(NC(=S)NC2CC2)c1	i	2.3	1.7	0.8	-0.5	-7.6	-0.8	i	3.6	-2.3

The list goes on; it opens with the two that closed the last part.
item	structure	Rpn11 inh	Rin1-Abl PPI inh	STEP inh	NadD block	SUMO1 PPI mod	Scp-1 inhibitor	CSN deneddyl inh	Neddylation inh	DNMT1 block	LMPTP inh
39	COc1ccc(OC)c(/C=C2\N=C(c3ccccc3)OC2=O)c1	.	-0.1	-18.0	7.1	-1.8	-2.4	15.7	i	2.7	-0.7
40	FC(F)(F)c1ccc(Cl)c(NC(=S)NC2CC2)c1	i	2.3	1.7	0.8	-0.5	-7.6	-0.8	i	3.6	-2.3
41	CCCCC1(CCCC)NC(=S)N(Nc2ccc(C)cc2)C1=O	i	-2.1	6.3	-2.9	36.1	-10.5	2.6	i	-1.8	-0.7
42	Cc1cc(C)nc(SCC(=O)Nc2ncc3c(n2)CCCC3=O)n1	i	-0.9	1.4	-1.5	4.3	-1.3	1.7	i	0.4	-1.6
43	COc1ccc2sc(-c3ccc(S(C)(=O)=O)cc3)c(C(=O)NCCc3c[nH]c4ccccc34)c2c1	i	-0.1	0.2	9.4	7.4	-6.5	-4.8	i	-9.9	1.9
44	O=C(Cn1ncc(N2CCOCC2)c(Cl)c1=O)c1ccc(Cl)cc1	i	-0.6	-0.2	0.6	-2.9	0.9	2.7	i	1.5	1.6
45	CCCc1cc(CNC(=O)C2CCC(=O)N(Cc3ccccc3F)C2)on1 (centres undefined)	i	-2.5	-1.2	0.4	-1.6	-1.6	4.7	i	2.2	-0.2
46	O=C(NCc1cccnc1)c1cccn2c(=O)c3sccc3nc12	i	-8.9	3.1	-2.6	-23.0	-5.0	-1.1	.	9.7	0.5
47	CC(=O)O[C@H]1CC[C@@]2(C)C(CCC3C2CC[C@]2(C)OC(=O)CCC32)C1 (some centres undefined)	i	-1.3	3.4	-1.9	0.1	-8.1	-0.1	i	-5.1	-1.2
48	COc1ccc(CNC(=O)C/C(C)=N/NC(=O)Cc2ccc(OC)c(OC)c2)cc1	i	-1.9	-6.1	1.5	2.1	-12.8	-2.0	i	0.0	-2.1
49	O=C(NC1CCCCC1)N1CCc2ccccc2C1	i	1.2	1.1	-4.6	3.1	-2.6	-3.6	i	-1.0	-0.7
50	Cc1ccc(Cc2c(-c3ccc(C#N)cc3)nc3c(C)cc(Br)cn23)cc1	i	-19.8	2.0	13.6	-1.4	.	3.7	i	-7.8	2.5
